ERa coact inh: ERα–SRC-1 coactivator interaction inhibitors, primary screen, biochemical, TR-FRET, ERα LBD, estradiol-bound; Estrogen receptor (Homo sapiens), P03372; TR-FRET ER-alpha LBD / SRC-1 peptide; inhibition, % at 25.6 µM; 86,000 compounds, 1.7% hits; AID 629, 2007; in the data active = inhibition above about 50%;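 also: 0% = receptor plus peptide control and 100% = peptide only without receptor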
HIV Rev-RRE inh: HIV-1 Rev-RRE binding inhibitors, primary screen, biochemical, FRET, protein-RNA interaction; P05866; Rev peptide-RRE RNA binding; inhibition, % at 8 µM; 97,000 compounds, 0.79% hits;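 active = inhibition above the screen-wide mean plus 3 SD, cut at about 35% in these data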;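 also: 0% = median DMSO wells and 100% = median Neomycin B control wells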
Target sequence (P05866 whole entry, looked up): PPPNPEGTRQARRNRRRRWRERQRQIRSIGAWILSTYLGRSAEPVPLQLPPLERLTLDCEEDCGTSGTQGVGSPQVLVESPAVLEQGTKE
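Material: labelled RRE RNA duplex and labelled Rev peptide / Buffer or medium: HEPES pH 7.5 salt buffer with EDTA / Compound dosing: single point, 8 µM final nominal compound concentration / Benchmarks: DMSO low control, neomycin B high control / Timing: 5 min preincubation and 15 min binding, 25 °C / Technique: FRET fluorescence readout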
Plk1 PBD FP: Plk1 polo box domain binding inhibitors, primary screen, biochemical, fluorescence polarization; 97,000 compounds, 0.13% hits; Plk1 PBD phosphopeptide binding; Serine/threonine-protein kinase PLK1 (Homo sapiens), P53350; AID 693, 2007; inhibition, %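 (tested at about 20 µM)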; in the data active = inhibition above about 34%, passing the limit was not always enough
Target sequence (P53350 whole entry, looked up, the tested form may be a part): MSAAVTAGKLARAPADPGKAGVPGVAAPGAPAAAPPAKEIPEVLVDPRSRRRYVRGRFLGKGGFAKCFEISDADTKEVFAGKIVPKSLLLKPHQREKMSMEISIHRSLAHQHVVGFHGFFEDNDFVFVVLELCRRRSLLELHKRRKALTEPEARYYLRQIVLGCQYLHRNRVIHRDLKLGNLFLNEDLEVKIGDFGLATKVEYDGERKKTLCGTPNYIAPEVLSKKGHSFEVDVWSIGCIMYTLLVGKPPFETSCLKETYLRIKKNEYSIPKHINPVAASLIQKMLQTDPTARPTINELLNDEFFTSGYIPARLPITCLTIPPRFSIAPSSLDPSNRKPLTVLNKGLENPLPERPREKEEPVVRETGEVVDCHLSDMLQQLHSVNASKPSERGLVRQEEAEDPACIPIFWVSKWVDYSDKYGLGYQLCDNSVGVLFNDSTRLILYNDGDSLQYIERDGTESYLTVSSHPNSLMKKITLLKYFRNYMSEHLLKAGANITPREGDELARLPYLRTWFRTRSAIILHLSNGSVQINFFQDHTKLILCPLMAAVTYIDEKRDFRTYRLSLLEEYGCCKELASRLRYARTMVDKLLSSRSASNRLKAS
CD11b adhes enh: enhancers of CD11b/CD18 adhesion to fibrinogen, primary screen, K562 cells, luminescence. Integrin beta-2 (Homo sapiens) + Integrin alpha-M (Homo sapiens), P05107+P11215. ATPlite luminescence. activation, % at 10 µM. 93,000 compounds, 0.07% hits;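 active = 10 µM primary screen giving 50% or more activity, confirmed by 40% or more on retest at that dose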; also: strong numbers were not always called active
ERb SRC1 inh: inhibitors of ERβ-SRC1 coactivator interaction, primary screen, biochemical, TR-FRET, ERβ LBD, SRC-1 peptide; TR-FRET ER-beta LBD / SRC1-Cy5 peptide binding; receptor agonist-loaded with 1 µM estradiol; inhibition, % at 25.6 µM; 86,000 compounds, 1.3% hits;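 active = compounds whose percent inhibition of the receptor-coactivator binding signal exceeds about 50% in the single-dose screen, limit read from the data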;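 also: 0% = receptor plus peptide wells without compound and 100% = peptide-only wells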
Mac1 fbg inh: inhibitors of CD11b/CD18 adhesion to fibrinogen, primary screen, K562 cells, luminescence. Integrin beta-2 (Homo sapiens) + Integrin alpha-M (Homo sapiens), P05107+P11215. ATPlite luminescence; Mn2+ added to activate the integrin. inhibition, % at 10 µM. 93,000 compounds, 0.54% hits;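 active = primary inhibition of 50% or more at 10 µM, then 40% or more on retest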; also: some results filed as inactive read as strong as hits
FAK inh: FAK kinase inhibitors, primary screen, biochemical; 97,000 compounds, 0.84% hits; Focal adhesion kinase 1 (Homo sapiens), Q05397; AID 727, 2007; inhibition, %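 (tested at 7 µM)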; biochemical FAK kinase activity assay; in the data active = inhibition above about 19%;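 also: 0% = DMSO and 100% = reference compound high control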
PLK1 kinase inh: human PLK1 kinase inhibitors, primary screen, biochemical, TR-FRET | Serine/threonine-protein kinase PLK1 (Homo sapiens), P53350 | inhibition, % at 10 µM | 97,000 compounds, 0.53% hits | recombinant PLK1 kinase, TR-FRET peptide phosphorylation;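 active = inhibition of 50% or more in the single-concentration screen; inactive = inhibition below 50%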;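 also: 0% = DMSO max control and 100% = H-89 dihydrochloride min control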
ERa SRC1 pot: enhancers of ERα–SRC-1 coactivator binding, primary screen, biochemical, TR-FRET, ERα LBD, low estradiol; TR-FRET ERalpha-LBD/SRC-Cy5 coactivator binding, 2 h; 100 = basal binding, no effect; 86,000 compounds, 1.3% hits; Estrogen receptor (Homo sapiens), P03372; coactivator binding (% of control), % at 25.6 µM; in the data active = activity above about 200%;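 also: binding measured in presence of low estradiol as agonist stimulus; 0% = peptide alone without receptor and 100% = receptor with peptide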
* = called active by the depositor; · = not tested or not shown; [ ] = another dose, or the depositor's remark.

Sequence of screens: PLK1 kinase inh, ERa coact inh, FAK inh, CD11b adhes enh, Plk1 PBD FP, HIV Rev-RRE inh, ERa SRC1 pot, Mac1 fbg inh, ERb SRC1 inh
1. O=S(=O)(Nc1ncccc1O)c1ccc(Cl)cc1
  -2, 3, 2, 0, -28, 10, 106, 15, 0
2. Nc1nc(CN2CCN(Cc3ccccc3)CC2)nc(Nc2ccccc2)n1
  -5, -5, 3, ·, -14, 5, 110, ·, 4[fluorescence artefact?]
3. C=CCn1c(SCCC)nc(O)cc1=O
  -1, -1, -3, -2, 24, 3, 62, -27, -12
4. CC1(C)Cc2c(ccc3ccccc23)-c2nnc(-c3cccnc3)n21
  -3, ·, 1, ·, 27, 2, ·, ·, ·
5. CCOCCCNC(=O)COc1ccc(OC)cc1
  -6, 5, -1, 0, -19, 2, 99[fluorescence artefact?], -1, 10
6. Cc1cc2ccccc2c(=O)n1CC(=O)NCC(=O)N1CCN(c2ccccc2)CC1
  -2, -7, -4, -3, -16, 4, 119, 7, -7
7. O=C(COc1ccc2c(c1)C(=O)CC1(CCCCC1)O2)NCc1ccccc1
  -7, -4, 1, -6, -2, 4, 77, -2, 3
8. Cc1cc(C(=O)Nc2nc3ccc(S(C)(=O)=O)cc3s2)c(C)o1
  -8, 3, 1, -2, 2, 5, 165, -8, 1
9. CCN(Cc1ccccc1)CC(O)COc1ccccc1 (stereo not drawn)
  5, -3, 0, 0, 5, 2, 100, 0, -7
10. O=C(c1cccc(C(=O)N2CCN(c3ccccc3F)CC2)c1)N1CCN(c2ccccc2F)CC1
  ·, -10, ·, -2, ·, ·, 117, -23, -4
11. O=C(O)c1nc(N2CCCC2)ncc1Cl
  -12, ·, 1, 3, 15, 13, ·, 2, ·
12. Cc1c(C(=O)NCc2ccco2)oc2ccc(S(=O)(=O)N3CCC4(CC3)OCCO4)cc12
  -6, 7, -3, ·, 13, -2, 88, ·, 1[fluorescence artefact?]
13. Cc1[nH]c2ccccc2c1C(=O)CN1CCCCC1C (stereo not drawn)
  46, -13, 0, -4, 4, 17, 113, -6, -6
14. Cc1ccc(C(C(=O)NC2CCCCC2)N(Cc2ccco2)C(=O)Cn2cnc3ccccc32)cc1 (stereo not drawn)
  -9, 4, 0, ·, 6, 0, 92, ·, 2
15. COc1ccccc1N1CCN(C(=O)C(F)F)CC1
  -4, 30[fluorescence artefact?], -3, 0, -1, 9, 98, -3, 2
16. CC(=O)Nc1cccc(-c2csc(Nc3cccc(C)n3)n2)c1
  -11, ·, 0, ·, 21, 3, ·, ·, ·
17. Cc1ccc(N(CC(=O)NCc2ccccc2Cl)S(=O)(=O)c2cccs2)cc1
  -9, 1[fluorescence artefact?], 1, -3, 36, 18, 88, -5, 6[fluorescence artefact?]
18. Cc1ccc(OCCNC(=O)C2CC(=O)N(c3ccc(C)cc3)C2)cc1 (stereo not drawn)
  3, -3, 1, -1, 13, 3, 103, -27, -14
19. COc1cc(OC)cc(C(=O)OCC(=O)Nc2ccc(N3CCCCC3)cc2)c1
  -24, 9, 3, 0, 7, 3, 85, -10, -1
20. Cc1nn2c(N)c(C#N)cnc2c1-c1ccccc1
  28, 1, -2, ·, 2, 5, 95, ·, -3
21. Cc1ccc(S(=O)(=O)n2nc(C)cc2C)cc1
  -21, -5, 1, -5, 3, 0, 92, 0, -9
22. Cc1ccc(S(=O)(=O)Nc2ccccc2-c2ccccc2)cc1
  -10, ·, 3, ·, -30, 8, ·, ·, ·
23. COc1ccc(CNS(=O)(=O)c2cccc(S(=O)(=O)N3CCOCC3)c2)cc1
  -14, 0, 1, -1, -9, 3, 101, -3, 0
24. COCC(=O)Nc1cccc(C(F)(F)F)c1
  -5, -7[fluorescence artefact?], -1, -4, 17, 0, 132, -5, -2
25. O=C(CSc1nc2ccccc2c(=O)n1CCC(=O)N1CCCCC1)NCc1ccccc1
  1, -5, 5, ·, -19, 9, 139, ·, -9[fluorescence artefact?]
26. CC(=O)Nc1ccc(OCC(=O)c2cc(C)ccc2C)cc1
  -8, 5, -1, -2, 21, 3, 94, -20, -8
27. COc1cccc(C(=O)NCc2ccc(N3CCN(C(=O)OC(C)(C)C)CC3)cc2)c1
  -10, ·, 3, ·, -2, 6, ·, ·, ·
28. C=CCn1c(=S)[nH]c2nc3c(cc2c1=O)CCCC3
  3, -4, 2, 1, -4, 11, 110, 1, 3
29. COc1ccc(OC)c(C2CC(=O)N3CN(c4ccc(C)c(Cl)c4)CSC3=C2C#N)c1 (stereo not drawn)
  1, -9, -6, 25, -8, -2, 110, 8, -2
30. CC(=O)Cn1cnc2sc(-c3ccccc3)cc2c1=O
  0, -5, -1, 0, 9, 3, 99, -28, 6
31. CC1(C)OC(=O)C(=CNC(CCC(N)=O)C(=O)O)C(=O)O1 (stereo not drawn)
  -12, -1, 0, 2, 10, 3, 117[fluorescence artefact?], -16, -8
32. O=C(O)c1cccc(N2C(=O)CSC2c2c(F)cccc2Cl)c1 (stereo not drawn)
  1, ·, -2, ·, 16, 4, ·, ·, ·
33. Cc1ccc2c(c1)-c1c(cnn1CC(=O)N1CCCN(Cc3ccccc3F)C1)CO2
  ·, 21, ·, 0, ·, ·, 91, -2, 6[fluorescence artefact?]
34. COc1cc(C2/C(=C(/O)c3ccc(F)cc3)C(=O)C(=O)N2CCCC(=O)O)ccc1O (stereo not drawn)
  -3, -4, -8, ·, -6, -1, 116, ·, -10
35. O=[n+]1c2c(n([O-])c3cc(F)ccc31)CCCC2
  -8, -35[fluorescence artefact?], -6, -4, -11, 4, 108[fluorescence artefact?], -4, -34
36. Cc1ccc(S(=O)(=O)N(C)CC(=O)Nc2nc3ccccc3s2)cc1
  -2, 0, 2, -4, 19, 9, 96, -1, -5
37. O=C(CN1CCCCCC1)Nc1ccc(Br)cc1
  -1, 2, -2, -1, -13, 1, 92, -3, -13
38. CCOc1ccc(S(=O)(=O)NCCN2CCOCC2)c2ccccc12
  0, ·, -3, -2, -17, 2, ·, 6, ·
39. Cc1cc2oc(=O)cc(CN3CCc4ccccc43)c2cc1Cl
  -9, -1, -2, -3, -6, 3, 160, 7, 0[fluorescence artefact?]
40. CCN1C(=O)C(O)(CC(=O)c2cc(C)ccc2C)c2ccccc21 (stereo not drawn)
  5, 4, -5, 0, -33, -2, 104, -17, 4
41. CN(C)c1ccc(CNc2ccc3c(c2)ncn3C)cc1
  -8, -5, 3, -6, -6, 3, 100, -4, 6
42. O=C(NCc1ccccn1)C1CCN(S(=O)(=O)c2cccs2)CC1
  -6, 19, 0, 1, -24, 6, 109, -20, 17
43. COCCCNS(=O)(=O)c1ccc(Oc2ncc(C(F)(F)F)cc2Cl)cc1
  8, ·, -5, 2, 12, 1, ·, 13, ·
44. CCN(CC)C(=O)Cn1c(=O)n(Cc2ccccc2Cl)c2c1c(=O)n(C)c(=O)n2C
  -9, -31, -1, ·, 30, 5, 110, ·, 1
45. Cc1ccc(-n2ncc3c(=O)n(CC(=O)NCC4CCCO4)cnc32)cc1 (stereo not drawn)
  -10, 1, -2, -2, -15, 0, 112, 6, -5
46. C/C(Cl)=C/Cn1c(NCCCn2ccnc2)nc2c1c(=O)[nH]c(=O)n2C
  1, 1, -1, ·, 0, 4, 106, ·, 0[fluorescence artefact?]
47. CCn1c(=O)cc(OCC(=O)N(C)C2CCCCC2)c2ccccc21
  -8, 7[fluorescence artefact?], -6, 0, -13, -3, 99, -29, 3[fluorescence artefact?]
48. CCOCC(=O)Nc1nc2ccc(C)cc2s1
  -3, -10, 4, ·, 8, 1, 120[fluorescence artefact?], ·, -9
49. COC(=O)c1ccc(NC(=O)c2sc3nc(-c4ccccc4)cn3c2C)cc1
  -3, 39[fluorescence artefact?], -35, -4, 8, 0, 537*[fluorescence artefact?], 39, 43[fluorescence artefact?]
50. COc1ccc(OC(=O)c2ccc3nsnc3c2)cc1
  -4, -3, -1, -1, -2, 1, 102, -14, -30
51. C=CCn1c(SCC(=O)NCc2ccco2)nc2sc3c(c2c1=O)CCC3
  10, 1, -3, -2, -28, 5, 94, 16, 6
52. CCN(CC)Cc1cc(CC(C(N)=O)C(N)=O)ccc1OC
  -3, -4, -2, -2, -1, 9, 112, 0, -4
53. CC(C)OC(=O)CSc1nc2cccnc2n1C1CCCCC1
  -9, 10, -4, 6, -6, 3, 101, 11, 4
54. COc1ccc(CCC(=O)Nc2ccc(-c3noc(-c4ccc(OC)c(OC)c4)n3)cc2)cc1
  -11, -11, 3, 0, 12, -7, 127, 2, -11[fluorescence artefact?]
55. Cc1oc(-c2ccccc2Cl)nc1Cn1cccc1C1=NC(c2ccccc2)CO1 (stereo not drawn)
  -11, -1, -3, 1, -18, 6, 121, 14, 7[fluorescence artefact?]
56. Cc1cc(C)nc(NC(=O)Nc2ccccc2C(F)(F)F)n1
  ·, -1, ·, 2, ·, ·, 103, 7, -5
57. Cc1nc2nc(CSc3nc4ccccc4s3)cc(=O)n2[nH]1
  -13, 8[fluorescence artefact?], 2, -4, -17, 4, 105, -17, 7[fluorescence artefact?]

Among those listed so far, these have a COOH group.
Sequence of screens: PLK1 kinase inh, ERa coact inh, FAK inh, CD11b adhes enh, Plk1 PBD FP, HIV Rev-RRE inh, ERa SRC1 pot, Mac1 fbg inh, ERb SRC1 inh
11. O=C(O)c1nc(N2CCCC2)ncc1Cl
  -12, ·, 1, 3, 15, 13, ·, 2, ·
31. CC1(C)OC(=O)C(=CNC(CCC(N)=O)C(=O)O)C(=O)O1 (stereo not drawn)
  -12, -1, 0, 2, 10, 3, 117[fluorescence artefact?], -16, -8
32. O=C(O)c1cccc(N2C(=O)CSC2c2c(F)cccc2Cl)c1 (stereo not drawn)
  1, ·, -2, ·, 16, 4, ·, ·, ·
34. COc1cc(C2/C(=C(/O)c3ccc(F)cc3)C(=O)C(=O)N2CCCC(=O)O)ccc1O (stereo not drawn)
  -3, -4, -8, ·, -6, -1, 116, ·, -10

Screening data as filed in PubChem BioAssay.
